Screening results from PubChem BioAssay.
tim23-1 inh = growth inhibitors of tim23-1 mutant yeast | inhibition, % at 20 µM | hit rate 1.3% among 330,000 | S. cerevisiae tim23-1 growth, BacTiter-Glo luminescence, 24 h | AID 463212;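 active = growth inhibition of the mutant yeast at or above 50%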;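 also: temperature-sensitive mutant grown at 25 °C; plate controls were DMSO-treated mutant yeast for no effect and medium wells lacking yeast for full effect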
tim10-1 inh = tim10-1 yeast growth inhibition. hit rate 2.2% among 330,000. S. cerevisiae tim10-1 ts strain growth, BacTiter-Glo, 24 h. inhibition, % at 20 µM;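 active = inhibition of at least 40%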;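 also: mutant grown at 25 °C; 0% = DMSO wells with yeast and 100% = wells holding no yeast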
Jurkat NFkB inh = inhibitors of the PMA/ionomycin-induced NF-kB reporter in Jurkat cells; inhibition, % at 4 µM; PMA/ionomycin-induced NF-kB luciferase reporter, luminescence; AID 435003; hit rate 0.53% among 330,000; in the data active = inhibition above about 50%
CHOP UPR activ = apoptotic UPR (CHOP) activation; AID 449763; CHO-CHOP luciferase reporter, luminescence; percent of tunicamycin response over DMSO baseline; hit rate 0.34% among 330,000; activation, % at 10 µM;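 active = at 10 µM dose, activation of 40% or more, normalized to positive control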;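 also: 100% = tunicamycin at 10 µg/mL and 0% = DMSO alone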
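Assay system: CHO-CHOP cells, stable luciferase reporter of PERK-eIF2a-CHOP signalling / Buffer or medium: F12 plus 10% serum / Compound dosing: one dose, 10 µM in 0.5% DMSO / Times: 6 h compound treatment, 37 °C / Technique: luciferase luminescence / Read-out: % reporter activation, DMSO baseline versus tunicamycin full activation / Benchmarks: tunicamycin and DMSO controls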
TIM10 inh = growth inhibitors of TIM10 yeast strain; S. cerevisiae TIM10 strain growth, BacTiter-Glo luminescence, 24 h; inhibition, % at 10 µM; hit rate 1.4% among 330,000;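 active = inhibition of 40% or more at the single tested concentration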;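 also: wild-type TIM10 isogenic control strain grown at permissive 25 °C; 0% = DMSO yeast wells and 100% = minimal medium wells without yeast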
697 NFkB inh = lowers PMA/ionomycin-induced NF-kB signal in 697 B cells. hit rate 0.33% among 330,000. 697 B-cell NF-kB luciferase reporter, 16 h. inhibition, % at 4 µM; in the data active = inhibition above about 35%
UPR XBP1 act = activators of adaptive arm of unfolded protein response (XBP1). CHO-XBP1 luciferase reporter, IRE1-XBP1 UPR activation, luminescence; percent of tunicamycin response, DMSO as zero. activation, % at 20 µM. hit rate 0.33% among 330,000. AID 463104;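 active = versus positive control, 20 µM dose yields 30% or more activation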;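 also: 100% = tunicamycin at 10 µg/mL and 0% = DMSO only wells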
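Signal: luciferase luminescence; Assay system: CHO-XBP1 luciferase reporter cells; Amount: one thousand reporter cells per well; Dosing: 20 µM single concentration, DMSO 1%; Benchmarks: high control tunicamycin 10 µg/mL final, low control DMSO vehicle only; Schedule: 6 h compound exposure at 37 °C, 5% CO2; Evaluation: percent activation relative to tunicamycin reference.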
Mdm2 MdmX PPI = disrupts the human Mdm2-MdmX interaction. SaOS-2 split-luciferase Mdm2/MdmX complementation, luminescence. inhibition, % at 8 µM. hit rate 3% among 330,000. O15151+Q00987;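 active = inhibition of at least 50% at 8 µM in the primary screen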
Target sequence (O15151 whole entry, looked up): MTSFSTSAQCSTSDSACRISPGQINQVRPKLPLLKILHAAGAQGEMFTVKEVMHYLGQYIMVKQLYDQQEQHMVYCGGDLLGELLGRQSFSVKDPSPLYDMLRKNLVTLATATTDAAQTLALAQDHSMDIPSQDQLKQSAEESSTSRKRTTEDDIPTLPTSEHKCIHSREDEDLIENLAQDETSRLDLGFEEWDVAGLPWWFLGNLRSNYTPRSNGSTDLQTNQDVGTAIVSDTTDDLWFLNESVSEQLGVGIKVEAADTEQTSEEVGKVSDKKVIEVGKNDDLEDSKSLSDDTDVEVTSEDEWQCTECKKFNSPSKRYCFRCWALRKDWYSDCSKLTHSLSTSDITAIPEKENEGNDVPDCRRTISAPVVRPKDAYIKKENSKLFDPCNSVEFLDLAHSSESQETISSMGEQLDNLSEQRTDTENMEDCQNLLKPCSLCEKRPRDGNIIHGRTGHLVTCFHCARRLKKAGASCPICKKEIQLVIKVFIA
Target sequence (Q00987 whole entry, looked up): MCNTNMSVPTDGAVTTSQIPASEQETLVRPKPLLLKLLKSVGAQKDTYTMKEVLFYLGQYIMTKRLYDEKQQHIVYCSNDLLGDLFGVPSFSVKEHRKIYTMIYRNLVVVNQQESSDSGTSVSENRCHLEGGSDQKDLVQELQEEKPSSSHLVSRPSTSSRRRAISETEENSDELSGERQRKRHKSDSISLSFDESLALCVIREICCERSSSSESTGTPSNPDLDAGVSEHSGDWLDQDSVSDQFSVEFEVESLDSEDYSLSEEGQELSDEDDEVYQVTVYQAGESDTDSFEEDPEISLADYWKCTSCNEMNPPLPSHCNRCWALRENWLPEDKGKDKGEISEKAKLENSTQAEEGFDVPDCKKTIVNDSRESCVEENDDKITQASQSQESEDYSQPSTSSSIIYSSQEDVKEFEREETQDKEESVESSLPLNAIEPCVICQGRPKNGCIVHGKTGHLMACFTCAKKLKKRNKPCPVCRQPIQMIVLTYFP
An asterisk follows results filed as active; & = joins results of further samples.

SMILES	tim23-1 inh	tim10-1 inh	Jurkat NFkB inh	CHOP UPR activ	TIM10 inh	697 NFkB inh	UPR XBP1 act	Mdm2 MdmX PPI
O=[N+]([O-])c1cccc(NP(=O)(Oc2ccccc2)Oc2ccccc2)c1	23	8	16	1.8	32	6	-1	18
O=c1[nH]c(=O)n(Cc2ccc(F)cc2)c(O)c1C=NCC1CCCO1 (configuration not stated)	-4	10	-1	3.5	-22	3	5	-1
CC(NCc1ccccc1Cl)C(O)c1ccccc1 (configuration not stated)	11	13	2	-0.7	20	16	-1	-2
CCN(CC)CCCN=C(C)c1c(O)n(C2CCCCC2)c(=O)[nH]c1=O	13	-7	-15	14	13	-7	0	-14
O=C1NC(c2cc3ccccc3nc2Cl)Nc2ccccc21 (configuration not stated)	14	-2	1	-0.5	14	-13	4	-10
O=C(O)C1C2c3ccccc3C(c3ccccc32)C1C(=O)Nc1ccccc1 (configuration not stated)	9	11	-1	0.0	21	13	2	0
CC(C)NC(=O)c1ccc(N2CC3CC(C2)c2cccc(=O)n2C3)c([N+](=O)[O-])c1 (configuration not stated)	14	7	0	-1.6	-10	25	-2	5
COc1ccc(CN2CCCC(C(=O)c3cccc(Cl)c3)C2)cc1 (configuration not stated)	11	-4	-1	2.3	-39	-48	0	9
CC(C)OC(=O)Nc1ccc(N=C(N)N[N+](=O)[O-])cc1	-2	-7	-23	-1.0	-8	-11	-4	-9
Cc1cccc(NC(=O)OC2CN3CCC2CC3)c1 (configuration not stated)	15	-22	-16	-0.6	-9	-10	-1	-14

Single records, as listed above. Screens in order: tim23-1 inh	tim10-1 inh	Jurkat NFkB inh	CHOP UPR activ	TIM10 inh	697 NFkB inh	UPR XBP1 act	Mdm2 MdmX PPI
COc1ccc(CN2CCCC(C(=O)c3cccc(Cl)c3)C2)cc1 (configuration not stated) as listed: 11	-4	-1	2.3	-39	-48	0	9
Cc1cccc(NC(=O)OC2CN3CCC2CC3)c1 (configuration not stated) as listed: 15	-22	-16	-0.6	-9	-10	-1	-14
O=C(O)C1C2c3ccccc3C(c3ccccc32)C1C(=O)Nc1ccccc1 (configuration not stated) as listed: 9	11	-1	0.0	21	13	2	0
O=C1NC(c2cc3ccccc3nc2Cl)Nc2ccccc21 (configuration not stated) as listed: 14	-2	1	-0.5	14	-13	4	-10
O=c1[nH]c(=O)n(Cc2ccc(F)cc2)c(O)c1C=NCC1CCCO1 (configuration not stated) as listed: -4	10	-1	3.5	-22	3	5	-1

(cont.)
SMILES	tim23-1 inh	tim10-1 inh	Jurkat NFkB inh	CHOP UPR activ	TIM10 inh	697 NFkB inh	UPR XBP1 act	Mdm2 MdmX PPI
Oc1ccc(C[C@H]2NCCc3cc(O)c(O)cc32)cc1O	3	12	-13	-0.6	-12	-3	3	-3
Cc1nc2c(=O)n(C)c(=O)nc-2n(C)n1	54*	42*	56*	-5.9	24	-30	-9	74*
CN(C)C(Cc1ccccc1)C(=O)c1c[nH]c2ccccc12 (configuration not stated)	14	10	-21	0.7	-15	-12	0	14
Cc1ccc(C)c(OCc2cc(C(=O)N3C[C@H]4C[C@@H](C3)c3cccc(=O)n3C4)no2)c1	9	11	14	-0.1	3	15	-5	10
COc1ccc(C[C@@H]2c3cc(O)c(OC)cc3CCN2C)cc1O	6	-16	-8	0.2	-12	-6	1	-36
O=c1[nH]c(=S)n(-c2cccc(Cl)c2)c(O)c1C=NCCN1CCNCC1	-1	-7	14	-1.4	4	2	-4	18
COc1cc2c(cc1O)CC1c3c(cc(O)c(OC)c3-2)CCN1C (configuration not stated)	-5	-16	-9	-2.5	-3	-2	-1	-7
COC(=O)C1=C(c2cccc(OC)c2OC)C[C@@H]2CC[C@H]1N2C(=O)NCc1ccc(F)cc1	17	25	18	1.2	2	7	-1	14
COc1ccc(Cn2c(O)c(/C=N/NC(=O)c3ccccc3O)c(=O)[nH]c2=O)cc1	-21	21	14	0.1	16	10	-1	-18
CCCCn1c(=O)c(C(=O)NCc2ccccc2)c(O)c2ccccc21	26	-30	-9	0.1	-11	-3	-6	18
C=CCn1c(O)c(C(C)=NCCCO)c(=O)[nH]c1=O	6	-7	12	-0.4	3	24	4	7
CCCN(CCC)[C@@H]1CCc2cccc(O)c2C1	-3	-12	-13	-1.2	3	-1	-2	-8
OC(COCc1ccc(Cl)cc1)CN1CC=C(c2ccccc2)CC1 (configuration not stated)	-159	-6	2	0.8	-46	-12	-2	23
COc1ccc(CNCCc2ccccc2F)c(OC)c1C	14	17	19	1.2	4	19	-5	14
O=C(c1ccc(C(F)(F)F)cc1)C1CCCN(Cc2ccc(CO)o2)C1 (configuration not stated)	13	1	9	0.1	1	6	2	-37
Cc1ccc2c(c1)C1CN(C)CCC1N2C(=O)Nc1cccc(C(F)(F)F)c1 (configuration not stated)	-4	21	18	-0.7	5	26	-4	55*
NS(=O)(=O)c1ccc(N=Nc2c(O)[nH]c(=S)[nH]c2=O)cc1	14	-3	-7	1.5	-23	22	-4	14
O=C(NC1(C(F)(F)F)Oc2ccc(Cl)cc2O1)N1CCC2(CC1)OCCO2 (configuration not stated)	17	16	30	1.9	15	-54	9	0
O=P(O)(Oc1ccccc1)OC(c1ccccc1)C(F)(F)C(F)(F)F (configuration not stated)	-7	-1	2	2.7	-2	-12	-3	-16
Cn1cccc1/C=C1/C(=O)NC(=O)N(Cc2ccccc2)C1=O	35	21	16	-1.6	17	-54	6	30
Cc1cccnc1-n1c(-c2ccco2)nc2ccccc2c1=O	21	11	-4	3.2	5	-14	1	18
C=CCn1c(O)c(C(C)=NCc2cccnc2)c(=O)[nH]c1=O	1	12	-3	-0.9	14	-2	0	4
Cc1cccc(-n2c(-c3ccccc3)nc3ccccc3c2=O)n1	4	12	2	1.0	5	-6	-2	13
O=C(C(=O)N1CCOCC1)c1cn(Cc2c(F)cccc2Cl)c2ccccc12	-18	9	-2	0.3	2	-8	1	10
CN1CCN(Cc2nc3ccccc3c(=O)[nH]2)CC1	5	5	8	0.9	1	-6	-1	5
Cc1ccccc1-n1c(O)c(/C=N/N2CCOCC2)c(=O)[nH]c1=S	9	4	-2	-1.1	1	17	-2	0
CCCCOC(=O)C1=C(N)OC2=C(C(=O)CCC2)[C@]12C(=O)N(C)c1ccccc12	5	9	-7	-1.2	14	9	-4	1
CC(C)Cc1[nH]c(=O)c(C#N)c2c1CCC2	6	14	0	-1.4	-2	-7	1	-9
COc1cc(N2C(=O)CC(=O)NC2=O)cc(OC)c1OC	8	15	1	2.4	8	-3	1	4
COC(=O)C1=C(c2ccc(OC(F)(F)F)cc2)C[C@@H]2CC[C@H]1N2C(=O)N1CCOCC1	25	2	2	0.4	11	-4	0	9
CCN(CC)C(=O)c1ccc(NC(=O)c2ccc3c(c2)NC(=O)CS3)cc1	-11	-3	6	0.0	-7	2	-1	19
COC(=O)C1=C(c2cccc(OCc3ccccc3)c2)C[C@@H]2CC[C@H]1N2C(=O)NCc1ccc(C(C)(C)C)cc1	20	5	8	6.6	-1	3	-2	31
CC(=O)N1CCC2(CC1)CC(=O)c1cc(OCC(=O)N3CCC4(CC3)OCCO4)ccc1O2	5	-5	0	0.7	-19	19	-3	-14
Cc1cc(C=C(C#N)C#N)ccc1N1CCCC1	29	30	8	-0.6	26	0	0	22
CC(C)C(=O)Nc1ccc(N2CCN(C)CC2)c(F)c1	-3	24	-18	-0.5	-5	-4	0	12
CCOc1ccc(-n2c(O)c(C=Nc3ccc(NC(C)=O)cc3)c(=O)[nH]c2=O)cc1	2	-13	18	-0.8	10	5	4	8
OC1(CN2CCOCC2)C2CC3CC(C2)CC1C3 (configuration not stated)	9	-1	1	-0.6	0	23	-3	1
CSc1ccccc1C(=O)C1CCCN(Cc2ccncc2)C1 (configuration not stated)	8	-13	13	0.1	3	10	4	-6
COc1ccc(C(=O)CC2C(=O)N(C)C(=O)N(C)C2=O)cc1	40	26	16	-1.1	-2	5	3	10
COc1ccc(N=Cc2c(O)n(Cc3ccccc3)c(=S)[nH]c2=O)c(OC)c1	11	17	-12	5.5	3	-84	2	23
Cc1cc(OCC(=O)NCc2ccncc2)c2c3c(c(=O)oc2c1)CCC3	3	1	7	0.5	0	3	-4	18
Cn1c(O)c(/C=N/N2CCOCC2)c(=O)n(C)c1=S	6	2	-10	2.0	-5	4	0	25
COC(=O)C1=C(c2cc3ccccc3o2)C[C@@H]2CC[C@H]1N2C	6	-1	-4	0.2	-6	19	0	14
O=C(Nc1ccncc1)c1cccn(Cc2ccccc2)c1=O	17	18	42	-0.3	19	-51	-3	14
CCC(C)n1c(O)c(C=NCCc2ccccc2)c(=O)[nH]c1=S (configuration not stated)	44	36	-27	0.4	38	-31	3	-28
COc1ccccc1N1C(=O)NC(=O)C(CCc2ccncc2)(CCc2ccncc2)C1=O	-16	-3	11	-2.0	-5	3	0	-7
CCC(CC)C(=O)NC1CCSC1=O (configuration not stated)	-9	-3	8	-2.2	0	19	-1	21
COc1cccc(N2C(=O)NC(=O)/C(=C/c3ccc4c5c(cccc35)CC4)C2=O)c1	20	35	6	-0.9	11	-9	-3	-8
CCn1c(C(=O)N2CCC(C(=O)N3CCC4(CC3)OCCO4)CC2)cc2sccc21	0	-7	6	-2.2	3	22	1	5
C/C(=N\Nc1ccccc1)c1c(O)n(C)c(=O)n(C)c1=O	10	-16	2	-1.3	-49	0	-1	3

Following part
SMILES	tim23-1 inh	tim10-1 inh	Jurkat NFkB inh	CHOP UPR activ	TIM10 inh	697 NFkB inh	UPR XBP1 act	Mdm2 MdmX PPI
C[C@]12CCC3C(CC[C@H]4C[C@@H](O)CC[C@]34C)C1C[C@@H](O)[C@H]2O (some centres not stated)	11	-16	-3	-0.3	-29	10	0	11
COc1ccc(C(=O)N2CCCC2=O)cc1	6	0	1	1.5	-1	3	-2	20
CC(C)OCC(O)CN1CC2C[C@@H](C1)Cn1c2cccc1=O (some centres not stated)	1	19	-6	0.8	-11	8	-3	-10
CN1/C(=C\C=C\C2=[N+](C)c3ccc4ccccc4c3C2(C)C)C(C)(C)c2ccccc21	85*	77*	99*	-8.6	74*	24	-6	100*
COC(=O)C1=C(c2ccc(-c3ccccc3)c(F)c2)C[C@@H]2CC[C@H]1N2C(=O)NCc1cc(C)oc1C(F)(F)F	22	17	6	1.5	11	-7	0	26
CCOc1cc(C2NCc3ccccc3-n3cccc32)ccc1O (configuration not stated)	12	18	1	1.2	13	0	-2	8
O=c1c2ccccc2nc(CN2CCOCC2)n1-c1ccccc1F	6	6	6	1.1	17	-6	2	30
O=c1c2cc(Cl)cc(Cl)c2nc(CN2CCOCC2)n1-c1ccccc1F	45	36	5	-2.3	25	-2	-2	14
Cc1ccc(N)c(C(=O)c2ccc(Br)cc2)c1	-2	23	-13	-1.4	23	-10	0	16
Cc1ccnc(-n2c(C)cc(C=C3C(=O)N(C)C(=S)N(C)C3=O)c2C)c1	16	10	12	15	17	12	2	4
COc1cccc(C2(O)CCN(Cc3ccncc3)CC2)c1	0	13	-18	-0.6	-17	-15	0	7
Cc1ccc(S(=O)(=O)NC(Cc2cnc[nH]2)C(=O)O)cc1 (configuration not stated)	20	5	6	2.2	-7	-7	1	-5
O=c1c2ccc(Cl)cc2[nH]c(=S)n1-c1cccnc1	10	10	4	0.0	4	12	-2	-10
CCCCn1c(=O)c(C(=O)NCc2ccccc2Cl)c(O)c2ccccc21	5	-29	-14	0.1	-1	10	-5	29
CC(=NCCCn1ccnc1)c1c(O)n(-c2ccccc2)c(=O)[nH]c1=O	-3	-1	-1	0.7	2	0	2	10
Cc1[nH]c2ccc(OC(F)(F)F)cc2c1CCNCc1ccc(Cl)cc1	66*	28	19	2.0	35	6	17	83*
C[N+]1(C)CCc2cc3c(cc2[C@H]1[C@@H]1OC(=O)c2c1ccc1c2OCO1)OCO3	-4&-9	1&13	17&-2	2.1&-1.5	9&-1	7&13	-7&0	-1&22

Some of the compounds tested; the hit share may differ from the screen's.
